Tn6 DDE FP: disrupts Tn6 cyclic peptide binding to fibrin D-Dimer-E complex; inhibition, % at 8.3 µM; P02675; 370,000 compounds, 0.21% hits; Fibrin DD(E) TRITC-Tn6 fluorescence polarization displacement;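 active = inhibition above a per-campaign cutoff: mean of compounds within control limits plus 3 SD, cut at about 15% in these data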;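 note: 0% = median of all compound wells on the plate and 100% = blocking peptide control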
NR1D1 modulator: modulators of human Rev-erb alpha DNA binding. Rev-erbα–FITC-DNA binding, fluorescence polarization, 90 min. P20393. activity, % at 10 µM. 370,000 compounds, 0.79% hits;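 active = activity above about 14%, limit read from the data; passing the limit was not always enough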;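 note: 0% = DMSO wells with 35 nM protein and 100% = DMSO wells with 750 nM protein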
PLC-beta3 inh: inhibitors of human phospholipase C beta3; Q01970; Purified PLC-beta3, fluorogenic substrate, fluorescence; inhibition, % at 12.2 µM; 370,000 compounds, 0.18% hits; AID 720704; in the data active = inhibition above about 11%;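 note: 0% = median of compound wells on plate and 100% = full blocker control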
Target sequence (Q01970 whole entry, looked up): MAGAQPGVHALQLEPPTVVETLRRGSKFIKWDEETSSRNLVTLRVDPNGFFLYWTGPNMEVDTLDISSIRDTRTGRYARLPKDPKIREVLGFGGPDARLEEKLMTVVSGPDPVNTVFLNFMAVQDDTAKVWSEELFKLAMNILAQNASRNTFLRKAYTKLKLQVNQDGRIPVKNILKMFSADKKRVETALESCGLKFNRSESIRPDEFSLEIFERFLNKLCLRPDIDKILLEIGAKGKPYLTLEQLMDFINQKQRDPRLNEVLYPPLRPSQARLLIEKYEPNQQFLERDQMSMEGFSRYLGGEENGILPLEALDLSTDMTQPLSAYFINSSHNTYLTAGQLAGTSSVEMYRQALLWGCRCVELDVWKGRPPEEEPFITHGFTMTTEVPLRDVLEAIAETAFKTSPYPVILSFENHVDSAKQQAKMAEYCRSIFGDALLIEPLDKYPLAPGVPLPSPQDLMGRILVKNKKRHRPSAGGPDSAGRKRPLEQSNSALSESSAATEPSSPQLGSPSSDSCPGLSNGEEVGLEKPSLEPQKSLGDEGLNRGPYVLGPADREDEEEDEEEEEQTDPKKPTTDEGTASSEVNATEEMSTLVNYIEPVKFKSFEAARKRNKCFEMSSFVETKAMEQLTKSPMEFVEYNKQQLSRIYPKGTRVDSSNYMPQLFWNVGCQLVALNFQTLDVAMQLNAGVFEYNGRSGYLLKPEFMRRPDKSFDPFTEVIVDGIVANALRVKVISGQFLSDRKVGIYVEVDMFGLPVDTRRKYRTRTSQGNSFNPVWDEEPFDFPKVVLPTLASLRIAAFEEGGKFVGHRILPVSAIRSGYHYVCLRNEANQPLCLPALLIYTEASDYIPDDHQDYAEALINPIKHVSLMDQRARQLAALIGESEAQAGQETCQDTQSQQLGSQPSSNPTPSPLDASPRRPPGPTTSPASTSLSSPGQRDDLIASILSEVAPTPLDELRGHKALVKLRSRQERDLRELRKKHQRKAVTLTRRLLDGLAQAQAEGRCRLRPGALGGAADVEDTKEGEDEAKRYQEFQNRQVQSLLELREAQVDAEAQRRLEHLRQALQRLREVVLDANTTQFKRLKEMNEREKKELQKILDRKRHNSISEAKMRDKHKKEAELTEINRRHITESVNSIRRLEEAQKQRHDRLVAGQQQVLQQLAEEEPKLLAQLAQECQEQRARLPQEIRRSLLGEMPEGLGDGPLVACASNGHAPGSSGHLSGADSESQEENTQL
PLC-gamma1 inh: blocks human PLC-gamma1 enzyme activity; P19174; purified PLC-gamma1, fluorogenic substrate, fluorescence; inhibition, % at 12.2 µM; 370,000 compounds, 0.84% hits; in the data active = inhibition above about 9.5%
ASAP1 inh: blocks human ASAP1-stimulated Arf1 GTP hydrolysis; GDP FP detection; 360,000 compounds, 0.19% hits; AID 624377; Q9ULH1; inhibition, % at 16.5 µM; in the data active = inhibition above about 25%;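 note: 0% = vehicle with enzyme and substrate and 100% = no enzyme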
proKLK7 act: proKLK7 (human) activation, primary screen. 370,000 compounds, 0.9% hits. P49862. AID 652039. activation, % at 7 µM. purified proKLK7, EDANS-DABCYL substrate fluorescence; 100% is mature enzyme control, 0% vehicle;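 active = activation above the mean of all tested compounds plus 3 SD, computed per campaign excluding outliers beyond control limits, cut at about 13% in these data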
UHRF1 binding: UHRF1 methyl-DNA binding inhibition. UHRF1 binding to methylated oligo, TR-FRET. inhibition, % at 4.4 µM. AID 687016. 370,000 compounds, 0.75% hits; in the data active = inhibition above about 21%;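 note: UHRF1 SRA domain binding a hemimethylated CpG hairpin DNA probe; 0% = median of test compound wells and 100% = reference inhibitor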
DDE Tn7 FP inh: disrupts Tn7 cyclic peptide binding to fibrin D-Dimer-E complex; AID 720508; inhibition, % at 8.3 µM; FP displacement of FITC-Tn7 peptide from fibrin DD(E); 0% = median of compound wells per plate; 370,000 compounds, 0.13% hits;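 active = inhibition above the mean of compounds falling within the control limits plus 3 SD of them, cut at about 14% in these data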;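 note: 0% = plate median of compound wells and 100% = 10 µM Aha-Tn7 peptide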
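Test system: human clot-derived fibrin DD(E) complex / Quantity: 2 µM final DD(E) protein / Incubation: 10 min plus 3 h, room temperature / Measured by: fluorescence polarization / Benchmarks: high control of 10 µM Aha-Tn7 peptide / Replicates: singlicate testing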
HGIII-sPLA2 inh: Blocks human group III sPLA2 activity; inhibition, % at 12.2 µM; QFRET BODIPY PC-A2 liposome hydrolysis, fluorescence; Q9NZ20; 370,000 compounds, 0.56% hits; AID 743126;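 active = inhibition above mean plus 3 SD of compounds lying within the high and low control bounds, cut at about 19% in these data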;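 note: 0% = median of test compound wells and 100% = no enzyme DMSO wells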
ARFGAP1 inh: inhibits rat ARF GTPase activating protein 1; Q62848; Arfgap1-stimulated ARF1 GTP hydrolysis, GDP FP detection; inhibition, % at 16.5 µM; 360,000 compounds, 0.26% hits;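 active = inhibition above a per-plate limit, mean inhibition of low control wells plus 3 SD, cut at about 25% in these data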;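 note: 0% = DMSO wells with enzyme and 100% = wells lacking Arfgap1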
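Assay system: purified rat His6-Arfgap1 residues 1-136 (GAP domain); Reagent: human Δ17 ARF1 bound to GTP; Dosing: 16.5 µM single point, 1.26% DMSO; Times: GTP hydrolysis reaction 2 h at 25 °C; Signal: FP, GDP Alexa 633 tracer displaced from anti-GDP antibody, 620/688 nm; Measure: % inhibition from polarization.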
* = called active by the depositor; . = not tested or not shown.

SMILES	Tn6 DDE FP	NR1D1 modulator	PLC-beta3 inh	PLC-gamma1 inh	ASAP1 inh	proKLK7 act	UHRF1 binding	DDE Tn7 FP inh	HGIII-sPLA2 inh	ARFGAP1 inh
Cc1cc(C(=O)NCc2cc(F)cc3c2OCOC3)nn1C	-2	-7	-4	1	-8	0.0	0	1	-1	10
O=C1Nc2ccccc2C(=O)N2[C@H](c3cccc(Br)c3)[C@@H]3C(=O)N(Cc4ccccc4)C(=O)[C@@H]3[C@H]12	1	5	-20	-13	6	-1.8	0	-3	-4	11
O=CNCCCc1nc2ccccc2n1CCc1ccccc1	-8	-3	-1	0	-6	0.0	-1	-3	0	12
CC(C)(C)OC(=O)N1CCC(C(=O)Nc2cccc(C(=O)NCCc3ccccc3)c2)CC1	1	1	0	2	-3	-0.5	-3	-3	-4	0
CCC1CCCCN1CCCNC(=O)c1ccc(N2CCOCC2)c(NS(=O)(=O)c2ccc(OC)cc2)c1 (stereo not drawn)	-2	1	-4	-1	-7	-1.9	0	-3	1	-7
O=C(NCc1ccco1)c1ccc2c(=O)n(CC3CCCO3)c(=S)[nH]c2c1 (stereo not drawn)	0	8	2	0	1	0.5	-2	-2	3	12
O=[N+]([O-])c1cccc(/C([O-])=C(/C(=S)Nc2ccccc2F)[n+]2ccccc2)c1	3	1	-1	1	1	-0.4	-2	0	-2	6
CCOC(=O)c1ccc(NC(=O)NCc2ccccc2)cc1	7	1	0	7	0	-0.2	0	3	-9	4
CCOc1ccc(-n2c(-c3ccccc3)c[n+]3c2CCCCC3)cc1	5	-2	4	1	14	0.0	-4	-1	-4	0
CC(Sc1nnc(C2CCCCC2)n1N)C(=O)NCc1ccc2c(c1)OCO2 (stereo not drawn)	7	-2	2	0	-6	0.0	2	-1	0	12
COc1cccc(-c2c(NC(=O)c3ccco3)oc3ccccc3c2=O)c1	1	-6	-3	-3	-4	0.4	0	5	0	-16
CC12CC(NC(=O)N1c1cccc(C(=O)NCc3ccccc3)c1)c1ccccc1O2 (stereo not drawn)	2	-3	-93	2	2	0.0	-3	3	-4	1
Cc1nc(NC(=O)c2cc3ccccc3o2)ccc1Br	0	18	0	1	1	-0.1	0	-1	8	1
COc1ccc(C(=O)NNC(=O)c2ccc(C(C)(C)C)cc2)cc1	-11	-4	0	0	-6	0.0	1	2	-11	4
NS(=O)(=O)c1cccc(NC(=O)CSc2nnc(-c3ccccc3)o2)c1	-3	4	3	4	-3	0.1	1	2	-3	-5
CCC1CCCCN1C(=O)CCCc1ccccc1 (stereo not drawn)	0	4	-4	2	-2	0.2	3	-7	-1	9
CCOC(=O)C1=CN(Cc2cccc(F)c2)S(=O)(=O)NC1c1ccc(Br)cc1F (stereo not drawn)	-8	5	1	4	-3	0.5	-2	-1	-30	7
Cc1ccccc1NC(=O)Cc1nc(COC(=O)Cc2ccccc2F)cs1	9	1	-1	5	-9	-0.2	6	-1	-60	13
Cc1cc(C)c(C#N)c(SCC(O)CS(=O)(=O)Cc2ccccc2)n1 (stereo not drawn)	-4	1	-1	-1	-1	0.2	2	1	-9	0
Cc1noc(C)c1CSc1nnc(-c2ccccc2)n1Cc1ccco1	-4	-3	2	3	-5	0.2	-4	-1	3	-2
COc1ccc(-c2noc(CSc3nc4ccccc4c(=O)n3-c3ccccc3)n2)cc1	-1	6	-4	-1	8	-0.3	3	-3	5	-4
CCCc1nn(C)c(C(=O)Nc2ccc(Cl)cc2)c1Cl	-4	1	2	-1	8	0.5	1	-6	8	8
CCOC(=O)C1CCN(C(=O)c2cc(CN3C(=O)c4ccccc4C3=O)ccc2OCC)CC1	0	7	4	2	10	0.3	1	-9	-1	1
Fc1cccc(Cn2ccc3ccc(-c4ccc5ccn(Cc6ccccc6)c5c4)cc32)c1	-7	0	-82	-63	.	-2.4	-1	0	9	.
C(=N\Nc1nc2ccccc2[nH]1)/c1ccncc1	-1	1	-12	-12	-14	0.8	0	5	9	0
CCS(=O)(=O)c1nc(S(=O)(=O)c2ccc(Cl)cc2)c(N2CCOCC2)s1	-3	-6	-5	0	-9	0.3	-1	9	0	-8
COc1ccc(C(=O)N/N=C/c2cc(Br)ccc2O)cc1OC	-8	20	-96	-72	13	-12	0	8	-2	33*
Nc1nc(Cl)cc(N2CCCC2)n1	-4	-3	-6	0	-3	-0.4	1	0	-2	0
Cc1ccc(-n2c(=O)[nH]c3c(C(N)=O)nc(CC(C)C)nc32)cc1	5	0	-10	-8	10	-5.9	0	-8	4	-8
O=C(CCCC(=O)N(CC(=O)NC1CCCCC1)Cc1ccccc1)Nc1ccccn1	-2	0	2	7	4	0.2	2	-8	1	1

One compound at a time, as listed above:
CC(C)(C)OC(=O)N1CCC(C(=O)Nc2cccc(C(=O)NCCc3ccccc3)c2)CC1 as listed: Tn6 DDE FP: 1; NR1D1 modulator: 1; PLC-beta3 inh: 0; PLC-gamma1 inh: 2; ASAP1 inh: -3; proKLK7 act: -0.5; UHRF1 binding: -3; DDE Tn7 FP inh: -3; HGIII-sPLA2 inh: -4; ARFGAP1 inh: 0
C(=N\Nc1nc2ccccc2[nH]1)/c1ccncc1 as listed: Tn6 DDE FP: -1; NR1D1 modulator: 1; PLC-beta3 inh: -12; PLC-gamma1 inh: -12; ASAP1 inh: -14; proKLK7 act: 0.8; UHRF1 binding: 0; DDE Tn7 FP inh: 5; HGIII-sPLA2 inh: 9; ARFGAP1 inh: 0

The listing picks up, starting four compounds before the break.
SMILES	Tn6 DDE FP	NR1D1 modulator	PLC-beta3 inh	PLC-gamma1 inh	ASAP1 inh	proKLK7 act	UHRF1 binding	DDE Tn7 FP inh	HGIII-sPLA2 inh	ARFGAP1 inh
COc1ccc(C(=O)N/N=C/c2cc(Br)ccc2O)cc1OC	-8	20	-96	-72	13	-12	0	8	-2	33*
Nc1nc(Cl)cc(N2CCCC2)n1	-4	-3	-6	0	-3	-0.4	1	0	-2	0
Cc1ccc(-n2c(=O)[nH]c3c(C(N)=O)nc(CC(C)C)nc32)cc1	5	0	-10	-8	10	-5.9	0	-8	4	-8
O=C(CCCC(=O)N(CC(=O)NC1CCCCC1)Cc1ccccc1)Nc1ccccn1	-2	0	2	7	4	0.2	2	-8	1	1
O=C1c2ccc(-c3ccc(F)cc3OCc3ccccc3)cc2S(=O)(=O)c2cccc(C(=O)N3CCN(c4ncc(Cl)cc4Cl)CC3)c21	7	1	-21	-11	0	0.3	-1	-3	2	0
CCOC(=O)[C@@]12CCCC=C1N(CCc1ccc(Cl)cc1)C(=O)[C@H]2CC(=O)NCCCCc1ccccc1	-6	-3	-2	1	.	-0.5	-2	1	-22	.
O=C(Cc1ccccc1[N+](=O)[O-])Nc1ccccc1C(=O)N1CCCC1	1	3	0	1	1	-0.8	2	-3	4	1
CC1Sc2ccc(C(=O)NCc3ccccn3)cc2NC1=O (stereo not drawn)	7	-5	-14	-1	-3	0.1	1	0	10	0
COc1ccc(-c2c(NC(=O)c3ccco3)n(-c3ccccc3)nc(C)c2=O)cc1	0	3	-9	-2	2	-0.6	0	-2	6	12
COC(=O)c1ccc(OS(=O)(=O)c2ccc(NC(C)=O)cc2)cc1	7	4	1	0	-1	-0.8	0	-10	-5	-5
Cc1cc(C)cc(N(CC(=O)N2CCn3c2nc2ccccc23)S(=O)(=O)c2c(C)noc2C)c1	-1	12	7	3	0	-0.7	-1	4	2	-2
CCN1CCc2nc3sc(C(=O)Nc4cccnc4Cl)c(N)c3cc2C1	-5	-4	-387	-260	-4	-2.2	-10	-3	6	11
COc1ccc(NC(=O)CSc2nc(N3CCCCC3)nc(N3CCCCC3)n2)cc1	1	12	0	-1	7	0.0	1	1	9	0
O=C(CSc1nnc(-c2cccc(F)c2)o1)N1CCCC1	-3	3	-2	5	4	0.4	-2	1	2	-7
COc1cc(C(Nc2ccccn2)c2c(NC(=O)c3ccco3)sc(C)c2C)cc(OC)c1OC (stereo not drawn)	1	-2	-15	-9	15	26*	1	3	-1	0
Nc1ccc(C(=O)Nc2nc3ccccc3s2)cc1	-7	1	-16	-15	1	-0.6	-4	-1	0	-3
O=C(c1cccc(F)c1)N1CCN(C(=O)c2nn3cccnc3c2Cl)CC1	4	6	-11	-11	13	0.6	0	6	1	11
CC12CCC(O)CC1=CCC1C2CCC2(C)C(c3ccn[nH]3)CCC12 (stereo not drawn)	3	-6	-1	0	8	0.5	0	9	-38	0
CCC(C(=O)Nc1ccc([N+](=O)[O-])cn1)c1ccccc1 (stereo not drawn)	0	-9	-1	2	-1	-0.3	2	2	4	-1
CCCCc1cc(=O)oc2cc(C)cc(OCC(=O)N3CCC(C(=O)O)(c4ccccc4)CC3)c12	3	-4	-23	-19	-14	-1.2	-3	5	-6	-11
N#Cc1c2n(c(=S)n(-c3ccc(OC(F)F)cc3)c1=O)CCCCC2	12	4	-4	0	-23	-0.3	-4	4	-14	-2
Cc1c(Cl)c([N+](=O)[O-])nn1Cc1ccc(C(=O)N/N=C\c2cc(Cl)ccc2O)o1	-3	-3	3	-1	-2	0.1	-3	-1	1	15
O=C(Cc1ccc(Cl)cc1)NC1CCCN(Cc2ccccc2F)C1 (stereo not drawn)	5	-4	-2	12*	0	0.1	1	-9	4	11
O=C(Nc1ccc(F)cc1)c1cccc(N2C(=O)C3C4C=CC(C5CC45)C3C2=O)c1 (stereo not drawn)	2	1	-9	-4	8	0.0	-2	3	-22	2
CCOC(=O)n1c(=O)[nH]c2ccc(Br)cc21	0	-2	-9	2	1	0.4	1	-8	2	-13
O=Nc1c(O)[nH]c2ccc(Cl)cc12	-3	2	-2	1	5	-0.6	0	-1	-66	0
O=C(CCc1ccccc1)N[C@H]1[C@@H](OC(=O)c2cccnc2)CCC[C@]12C(=O)N(Cc1ccccc1)c1ccccc12	2	-5	-2	2	.	1.1	18	1	9	.
Cc1cc(O)c(C2=Nc3ccccc3SC(c3ccc(Cl)cc3)C2)c(=O)o1 (stereo not drawn)	-3	-5	-18	-10	3	-0.5	9	9	12	4

Among those listed so far, two have a thiophene ring, fused or not.
SMILES	Tn6 DDE FP	NR1D1 modulator	PLC-beta3 inh	PLC-gamma1 inh	ASAP1 inh	proKLK7 act	UHRF1 binding	DDE Tn7 FP inh	HGIII-sPLA2 inh	ARFGAP1 inh
CCN1CCc2nc3sc(C(=O)Nc4cccnc4Cl)c(N)c3cc2C1	-5	-4	-387	-260	-4	-2.2	-10	-3	6	11
COc1cc(C(Nc2ccccn2)c2c(NC(=O)c3ccco3)sc(C)c2C)cc(OC)c1OC (stereo not drawn)	1	-2	-15	-9	15	26*	1	3	-1	0
